Compound activity (PubChem)
HTRA1 inh: blocks human HTRA1 serine peptidase; recombinant HTRA1, FP-rhodamine activity-based probe, fluorescence polarization; inhibition, % at 5.96 µM; 340,000 tested, 0.5% active; AID 504803; in the data active = inhibition above about 36%;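 note: 0% = enzyme with DMSO and 100% = wells lacking enzyme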
Target sequence (Q92743 whole entry, looked up): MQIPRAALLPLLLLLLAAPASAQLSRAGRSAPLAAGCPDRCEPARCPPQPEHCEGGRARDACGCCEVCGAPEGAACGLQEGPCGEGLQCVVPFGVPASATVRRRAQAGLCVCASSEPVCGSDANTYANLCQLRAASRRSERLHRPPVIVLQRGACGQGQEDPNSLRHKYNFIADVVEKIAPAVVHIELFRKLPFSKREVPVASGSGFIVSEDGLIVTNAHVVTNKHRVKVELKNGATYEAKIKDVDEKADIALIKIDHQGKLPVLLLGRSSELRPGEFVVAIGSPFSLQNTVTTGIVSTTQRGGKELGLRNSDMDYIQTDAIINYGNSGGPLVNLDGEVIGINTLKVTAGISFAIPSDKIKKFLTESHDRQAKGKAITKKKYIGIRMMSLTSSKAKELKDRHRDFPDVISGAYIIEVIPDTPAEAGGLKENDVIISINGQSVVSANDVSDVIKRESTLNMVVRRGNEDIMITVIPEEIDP
DDE Tn7 FP inh: DD(E)-Tn7 binding inhibition, primary FP screen; P02675; FP displacement of FITC-Tn7 peptide from fibrin DD(E); 0% = median of compound wells per plate; inhibition, % at 8.3 µM; 370,000 tested, 0.13% active;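 active = inhibition above the mean of compounds falling within the control limits plus 3 SD of them, cut at about 14% in these data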;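 note: 0% = plate median of compound wells and 100% = 10 µM Aha-Tn7 peptide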
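Assay system: human fibrin DD(E) protein / Input: 2 µM fibrin DD(E) / Benchmarks: high control of 10 µM Aha-Tn7 peptide / Measured by: fluorescence polarization of the labelled Tn7 tracer / Medium: Tris buffer with calcium and detergent, pH 7.8 / Timing: 10 min compound pre-incubation, 3 h probe incubation at room temperature / Repeats: one replicate per compound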
mABHD4 FP: ABHD4 (mouse) inhibition, primary FP screen; Q8VD66; inhibition, % at 8.92 µM; 370,000 tested, 0.54% active; purified mABHD4, FP-Rh probe fluorescence polarization;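 active = inhibition exceeding the mean over every tested compound plus 3 SD, cut at about 30% in these data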;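 note: 0% = plate median of compound wells and 100% = S159A mutant with DMSO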
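System: mouse ABHD4 enzyme, wild type / Medium: HEPES pH 7.0, NaCl, Pluronic buffer / Reagent: FP-Rh activity-based fluorescent probe / Control set: S159A mutant high control, sample median low control / Detection: fluorescence polarization with parallel and perpendicular emission, 525/598 nm / Schedule: 45 min + 60 min at 25 °C / Compound dosing: 8.92 µM, single dose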
UHRF1 binding: human UHRF1 methylated DNA binding inhibitors; UHRF1 binding to methylated oligo, TR-FRET; inhibition, % at 4.4 µM; 370,000 tested, 0.75% active; AID 687016; in the data active = inhibition above about 21%;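 note: UHRF1 SRA domain binding a hemimethylated CpG hairpin DNA probe; 0% = median of test compound wells and 100% = reference inhibitor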
PRMT1 inh: blocks human protein arginine methyltransferase 1; Q99873; recombinant PRMT1, activity-based probe fluorescence polarization; inhibition, % at 2.79 µM; 370,000 tested, 1.3% active; AID 652257;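 active = inhibition above about 21% made by adding two undisclosed values, limit read from the data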
Target sequence (Q99873 whole entry, looked up): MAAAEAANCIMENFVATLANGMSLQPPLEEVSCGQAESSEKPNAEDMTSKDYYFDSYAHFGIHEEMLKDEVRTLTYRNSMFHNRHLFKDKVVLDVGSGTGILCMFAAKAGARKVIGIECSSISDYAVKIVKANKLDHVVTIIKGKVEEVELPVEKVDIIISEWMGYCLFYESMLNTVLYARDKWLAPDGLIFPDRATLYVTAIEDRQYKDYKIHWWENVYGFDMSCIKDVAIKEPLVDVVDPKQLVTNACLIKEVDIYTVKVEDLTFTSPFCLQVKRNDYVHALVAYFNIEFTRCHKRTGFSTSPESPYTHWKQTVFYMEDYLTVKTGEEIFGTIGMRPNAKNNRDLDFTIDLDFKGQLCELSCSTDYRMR
SIAE inh: inhibitors of human sialic acid acetylesterase SIAE. Q9HAT2. SIAE FP-Rh probe binding, fluorescence polarization. inhibition, % at 9.66 µM. 370,000 tested, 0.69% active. AID 1053197;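 active = inhibition above a cutoff: mean of compounds within the control limits plus 3 SD of those, cut at about 17% in these data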;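 note: 0% = plate median of compound wells and 100% = probe without SIAE protein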
LEDGF integ inh: blocks HIV-1 LEDGF/p75-dependent DNA integration | 370,000 tested, 0.64% active | TR-FRET IN-LEDGF/p75 DNA integration, Eu/Cy5 | inhibition, % at 3.7 µM;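 active = inhibition above the screen-wide mean plus 3 SD, cut at about 13% in these data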;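 note: signal is the Cy5 over europium emission ratio at 671 and 618 nm; 0% = plate median of compound wells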
TCR CD3 inh: human TCR-CD3 binding inhibition; TAMRA-labeled TCR probe fluorescence, biochemical; inhibition, % at 9.4 µM; 360,000 tested, 0.37% active; in the data active = inhibition above about 19%;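 note: recombinant mutant TCR 2C K166C tagged with TAMRA read by polarization; 0% = receptor in buffer alone and 100% = receptor with positive control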
PG9 binder: binds the HIV-1 gp120 antibody PG9. TR-FRET gp120-PG9 antibody binding. inhibition, % at 6.7 µM. 360,000 tested, 0.43% active. AID 624416; in the data active = inhibition above about 8.5%
TDP2 absorb: TDP2 (human) inhibition, absorbance primary screen. recombinant TDP2, T5PNP hydrolysis, p-nitrophenol absorbance 415 nm. 370,000 tested, 0.34% active. inhibition, % at 12.8 µM;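 active = inhibition above the mean of all tested compounds plus 3 SD, set per campaign, cut at about 25% in these data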;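 note: 0% = DMSO with enzyme and 100% = buffer with substrate but no TDP2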
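System: recombinant human TDP2 / Amount: 120 nM TDP2 per well / Also added: 5 mM T5PNP chromogenic substrate / Doses: 12.8 µM single point, 1% DMSO / Incubation: 2 h at 37 °C / Detection: p-Nitrophenol epi absorbance / Evaluation: % inhibition relative to enzyme-containing and enzyme-free wells / Repeats: singlicate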
The depositor's hits bear a star; . = no result given. No enrichment for hits. About 4.2% of those tested had a hit in this group.

SMILES	HTRA1 inh	DDE Tn7 FP inh	mABHD4 FP	UHRF1 binding	PRMT1 inh	SIAE inh	LEDGF integ inh	TCR CD3 inh	PG9 binder	TDP2 absorb
Cc1ccc(NC(=O)OCCNC(=O)c2ccncc2)cc1	9	8	0	0	2	0	-3	1	0.9	-8
O=C1NC(=S)NC1=Cc1ccccc1O	-1	0	-2	-11	4	2	-12	-3	-6.2	-18
CC(C)COc1ccc(-c2nnn(CC(=O)N3CCCC3)n2)cc1	-3	-7	-16	3	1	-1	-1	4	-3.2	-7
CSc1nc2ccc(NC(=O)c3c(-c4ccccc4)noc3C)cc2s1	-3	-7	-9	0	-3	-5	-3	-5	-1.5	4
CN(c1ccccc1)S(=O)(=O)c1cccc(NC(=O)Cc2ccc(Cl)cc2)c1	-55	-13	-44	-3	4	-25	2	-3	0.5	0
CC[C@]1(c2ccccc2OC)C(=O)N(C(=O)OC)N1C(=O)OC	4	4	-3	-1	-2	0	-3	-5	-0.1	-2
CNC[C@H]1Oc2c(NS(=O)(=O)c3ccc(OC)cc3)cccc2C(=O)N([C@H](C)CO)C[C@H]1C	3	2	6	-1	-3	6	-3	2	-2.1	0
Cc1nn2c(NCCCN(C)C)c3c(nc2c1-c1ccccc1)CCCC3	4	4	5	4	-1	6	0	8	-2.7	-2
Cc1ccc(C23CC4CC(CC(C(=O)NN)(C4)C2)C3)cc1	-10	0	0	-1	1	2	-1	-2	-1.0	11
Cc1nc(Nc2ccccc2F)c2nnn(Cc3ccccc3Cl)c2n1	-1	-5	6	0	-1	-5	-4	12	-0.2	10
CC/C(=N\Nc1ccnc2cc(Cl)ccc12)c1ccc(O)cc1	5	-2	0	-1	12	8	5	4	-1.9	-11
Cc1cccc(C)c1NC(=O)C(NC(=O)CN1C(=O)c2ccccc2C1=O)c1ccccc1 (centres undefined)	2	5	-9	-1	-2	8	-5	3	-1.1	-7
CN1CCN(C(=S)SCC(=O)N2CCCc3ccccc32)CC1	1	3	3	-1	-1	1	-1	14	-0.6	6
COc1ccc(F)cc1C(=O)C1CCCN(C(=O)c2cccc(N(C)C)c2)C1 (centres undefined)	4	4	6	-1	-1	-3	0	-1	-0.4	3
Cn1c(SCC(=O)NCC2CCCO2)nnc1-c1c[nH]c2ccccc12 (centres undefined)	-3	-3	4	-3	-3	9	-2	4	-0.5	1
NC(=O)c1ccccc1NC(=O)/C=C/c1ccccc1	2	9	-8	-5	-1	3	-1	1	0.3	13
O=C(O)c1ccccc1N1C(=O)C2C3CCC(C3)C2C1=O (centres undefined)	2	4	2	0	-1	0	-2	-1	-0.4	9
COc1ccc(/C=N/O)cc1COc1ccc(NC(C)=O)cc1	-5	-2	1	1	2	-1	-3	-1	-0.6	1
NC(=O)CC[C@@H]1NC(=O)[C@@H]2CCCN2C(=O)c2cc([N+](=O)[O-])cc(I)c2NCCC[C@@H](C(=O)NC(CC(=O)O)C(N)=O)NC1=O (some centres undefined)	.	1	-4	7	0	-2	-1	-1	-0.5	3
CC1CCCCC1NC(=O)c1nnc(Cc2ccc(Cl)cc2)o1 (centres undefined)	6	-4	-6	-1	-2	-2	2	0	-0.4	5
COc1cccc2c1[C@H](/C=C/c1ccccc1)[C@@H]([C@H](O)CO)OC2	.	3	-4	-1	-5	-2	-2	.	.	3
O=C(NCc1ccccc1Cl)c1csc([C@@H]2O[C@H](CO)[C@@H](O)[C@H]2O)n1	.	-3	5	-2	-3	-1	4	3	0.4	5
CC(C)C[C@@H](CNCC(=O)[C@H](CC(C)C)NC(=O)c1[nH]cnc1C(=O)N[C@@H](C)CN)NC(=O)c1nc[nH]c1C(=O)N[C@@H](CC(=O)O)C(=O)O	7	5	4	7	2	5	1	2	0.0	13
CC(C)(C)NC(=O)NC(=O)COC(=O)c1cccc(NS(=O)(=O)c2ccc(F)c(F)c2)c1	8	8	6	-3	-1	-5	2	7	-1.7	-5
O=C(c1ccco1)N1CCN(c2ncnc3scc(-c4ccccc4)c23)CC1	-15	10	1	1	-1	0	-1	1	2.2	3
COC(=O)c1ccc(COc2ccc3c4c(c(=O)oc3c2)CCC4)o1	4	6	-9	-1	-2	-5	1	3	1.3	-7
CC(=O)Nc1cccc(NC(=O)CSc2nc(=O)n(CCN3CCOCC3)c3c2CCCC3)c1	10	-3	1	0	-9	10	3	2	-2.9	-7
Cc1cc(C(=O)NCCN2C(=O)S/C(=C\c3cccs3)C2=O)ccc1[N+](=O)[O-]	2	-4	3	-4	-2	2	3	-2	-1.2	11
Cc1ccc(OCC(=O)N(Cc2nnc(-c3ccccc3Cl)o2)C2CC2)cc1C	-9	3	-1	7	0	5	-2	8	1.6	1
Cc1csc(=O)n1CC(=O)OCC(=O)Nc1ccc(C(N)=O)cc1	12	1	-5	1	-3	-9	1	6	-3.7	-6
NC(=O)C1(NC(=O)[C@@H]2CC3(CC(c4cccc(NC(=O)[C@@H]5CCC(=O)N5)c4)=NO3)CN2C(=O)Cc2ccc(Cl)cc2)CC1 (some centres undefined)	-1	-9	6	-2	0	3	-1	7	-0.4	9
COc1cccc(-c2ccc(=O)n(CC(=O)Nc3ccc(S(=O)(=O)NCC(C)C)cc3)n2)c1	.	2	-16	0	0	-18	-4	3	0.0	7
COCCCNC(=O)c1nnn2c1nc(N)c1cc(Cl)ccc12	.	-9	6	-3	-2	2	-1	1	-0.4	4
Cc1ccccc1NC(=O)c1sc(Cl)nc1C	-4	4	0	3	1	-3	-1	-7	-0.9	-5
COCC(=O)Nc1ccccc1Br	2	-6	0	2	1	-2	-2	-2	1.5	-8
N#C/C(=C\c1ccc(O)c(O)c1)C(=O)N1CCCC1	10	-4	22	-1	6	11	2	8	-3.2	-9
O=C(CSc1nccn1Cc1ccccc1)Nc1ccccc1	2	-7	-11	3	-1	-3	-1	-3	-1.1	-16
O=C(NCc1ccccc1)C1=C[C@H](c2ccc(Br)cc2)C[C@H](OCc2ccc(CO)cc2)O1	-75	4	-35	-1	-1	-14	-2	5	-1.4	-4
Cc1cccc(C(=O)N2CCC[C@H]2C(=O)N2CCC[C@H]2C(=O)NCc2ccncc2)c1	.	2	4	0	0	-2	0	5	-0.7	-1
CC(=O)c1ccc(N2CCN(C(=O)CN(C)S(=O)(=O)c3cnc[nH]3)CC2)cc1	1	4	-1	0	-2	1	3	0	0.7	-10
COc1ccccc1Nc1nc(-c2cccs2)cs1	2	-9	7	-9	20	1	-1	-2	-1.7	3
O=C(OCCNc1ccc(C(F)(F)F)cc1[N+](=O)[O-])c1cc2ccccc2oc1=O	5	-5	-3	-2	-6	3	4	5	-0.6	1
Cc1sc(-n2cccc2)c(C(=O)O)c1C	7	3	7	2	1	7	9	5	1.9	4
Cc1cccc(C(=O)NCC(=O)NC2CCN(Cc3ccccc3)CC2)c1	3	4	-10	1	-5	1	4	5	-2.5	3
Oc1ccc(-c2nc3ccccc3s2)c(O)c1	-15	-6	-12	-3	1	1	0	-1	0.4	2
CS(=O)(=O)Nc1ccc(C(=O)NCc2ccc3c(c2)OCO3)cc1	4	10	-4	3	3	-4	-4	-4	2.3	12
COC(=O)c1[nH]c2ccc(C)cc2c1NC(=O)CCN1CCN(Cc2ccc3c(c2)OCO3)CC1	-1	3	-3	-1	-2	2	0	-9	0.0	-2
CN(C)CCCN(C(=O)c1ccc(S(=O)(=O)N2CCc3ccccc32)cc1)c1nc2c(Cl)cccc2s1	-26	-4	12	8	33*	-4	0	-4	-0.5	10
O=C1CCCC/C1=C\Nc1ccccc1C(=O)O	-5	-3	6	-1	5	2	1	-1	0.8	12
O=C(c1ccccc1)n1nnc2ccccc21	0	3	0	2	-1	2	0	2	-0.3	9
COc1ccc(C(C)(NC(C)=O)c2nc(-c3cccc4cccnc34)cs2)cc1 (centres undefined)	.	1	-7	0	-1	-1	-3	3	1.5	-2
COCCCn1c(SCC(=O)Nc2ccc(C(=O)OC)cc2)nc2ccccc2c1=O	5	-3	-3	1	3	0	2	-6	0.0	0
COC(=O)Cc1nnn2c1[C@H](C)[C@@H](OC)c1ccc(C(F)(F)F)cc1-2	.	-2	-1	1	-2	5	-3	2	-0.2	5
CC1(C(=O)O)CCC(C(=O)NNC(=O)c2ccccc2Cl)C1(C)C (centres undefined)	.	7	-5	4	1	0	-6	-6	1.5	8
COc1ccc(C(=O)NC(=O)N2CCCCC2)cc1	11	-2	-6	-5	1	0	-3	1	-1.6	-4
O=C(c1ccc(Cl)c([N+](=O)[O-])c1)N(Cc1ccc(Cl)cc1)C1CCS(=O)(=O)C1 (centres undefined)	-3	7	4	-1	-1	-6	3	6	-0.2	-1
Cc1sc(NC(=O)CN2CCCC2)nc1-c1ccc2c(c1)CCN2C(=O)c1ccc(F)cc1	-11	-5	9	-1	2	-2	2	7	1.8	3
COCCSc1nnc(NC(=O)C2CC(=O)N(c3ccccc3)C2)s1 (centres undefined)	2	3	2	-4	-2	6	-1	5	0.2	9
Cc1cccc(-c2nc(CS(=O)CC(=O)NCCCSC3CCCCC3)c(C)o2)c1 (centres undefined)	-22	-9	-11	-2	6	-8	2	1	-3.4	-11
CCn1c(=O)cc(SCC(=O)NCc2cccnc2)c2ccccc21	-2	10	7	0	1	-5	-1	-1	-3.0	4

Single records, as listed above. Order of screens: HTRA1 inh	DDE Tn7 FP inh	mABHD4 FP	UHRF1 binding	PRMT1 inh	SIAE inh	LEDGF integ inh	TCR CD3 inh	PG9 binder	TDP2 absorb
O=C(c1ccccc1)n1nnc2ccccc21 is listed as 0	3	0	2	-1	2	0	2	-0.3	9
Cc1sc(-n2cccc2)c(C(=O)O)c1C is listed as 7	3	7	2	1	7	9	5	1.9	4

The results go on.
SMILES	HTRA1 inh	DDE Tn7 FP inh	mABHD4 FP	UHRF1 binding	PRMT1 inh	SIAE inh	LEDGF integ inh	TCR CD3 inh	PG9 binder	TDP2 absorb
CCCCN(C=O)c1c(CC)nc2ccc(C(=O)NCCc3ccccn3)cn12	.	-7	0	12	0	1	2	8	-1.4	8
Cc1ccc(CNC(=O)C2CCCN(c3nc(C)cc(C)n3)C2)cc1 (centres undefined)	-1	1	1	4	4	4	-3	2	1.8	13
Cc1cc2c(cc1C)-c1nnnn1C(N1CCC(Cc3ccccc3)CC1)C(=O)N2 (centres undefined)	.	4	-4	0	2	-24	1	7	-1.1	3
COC(=O)Nc1ccccc1C(=O)N1CCN(c2ccc(C)cc2)CC1	8	7	-8	3	-1	-3	0	-4	-1.7	0
COc1ccc(C2(c3ccc(OC)cc3)NC(=O)N(CC(=O)Nc3ccc(C(N)=O)cc3)C2=O)cc1	-30	-4	-14	42*	2	-16	5	16	0.4	8
